dFosB act: activators of delta FosB homodimer, primary screen, biochemical, fluorescence polarization, TAMRA-CDK5 oligo, single point | purified delta FosB; percent of positive-control signal above neutral wells | actives 0.99% (n = 340,000) | AID 493131, 2011 | activation, % at 25 µM;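 active means mean activation above about 17%, with every replicate also reaching it, limit read from the data, passing the limit was not always enough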;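 further: fluorescence polarization rise as delta FosB binds a TAMRA Cdk5 AP-1 oligo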
Target sequence (P13346 whole entry, looked up): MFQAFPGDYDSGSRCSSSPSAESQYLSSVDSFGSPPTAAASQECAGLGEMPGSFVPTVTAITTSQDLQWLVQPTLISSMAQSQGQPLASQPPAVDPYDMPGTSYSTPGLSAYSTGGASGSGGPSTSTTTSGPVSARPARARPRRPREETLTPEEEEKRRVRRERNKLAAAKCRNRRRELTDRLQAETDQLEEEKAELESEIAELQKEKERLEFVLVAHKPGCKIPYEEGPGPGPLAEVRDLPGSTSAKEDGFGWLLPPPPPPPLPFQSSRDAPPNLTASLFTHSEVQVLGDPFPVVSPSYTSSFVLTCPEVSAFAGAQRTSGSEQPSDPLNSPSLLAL
PfHsp90 yeast 2: growth inhibition of PfHsp90-expressing yeast, primary screen, antimalarial PfHsp90 inhibitor project, S. cerevisiae, BacTiter-Glo luminescence, single point, set 2 | BacTiter-Glo ATP, 48 h; yeast lacking PDR1 and PDR3 efflux regulators | inhibition, % at 9.4 µM | actives 0.32% (n = 310,000) | AID 504621, 2011;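 active means every replicate shows inhibition above about 80%, whatever the replicate mean, limit read from the data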;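 further: 0% = DMSO neutral controls and 100% = 20 µM radicicol positive controls; yeast relying on Plasmodium falciparum Hsp90 in place of its own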
SR-BI DiI-HDL act: activators of SR-BI mediated DiI-HDL uptake, primary screen, ldlA[mSR-BI] CHO cells, DiI fluorescence | 3 h; 100 = double the neutral-control signal | activation, % at 12.5 µM | actives 0.096% (n = 320,000) | AID 504775, 2011;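 active means mean replicate activation of at least 60% and every replicate at or above 60%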;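 further: 0% = median plate neutral-control signal and 100% = twice that signal; values of inactives mirror those of a sister screen read the other way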
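Material: SR-BI-overexpressing, LDLR-lacking CHO cells | Dosing: Single compound concentration, delivered by pin transfer | Probe or stimulus: Labelled HDL, 10 µg/mL | Signal: Bottom-read cell fluorescence after medium removal, ex 550/em 595 nm | Schedule: 3 h, 37 °C | Evaluation: HDL uptake via cellular fluorescence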
MITF TRPM1 HTS: activators of MITF-driven TRPM1 promoter reporter, primary screen, cell-based, SK-MEL-5, luciferase, single point. SK-MEL-5 TRPM1-promoter luciferase, 24 h; % of positive control, neutral wells = 0. activation, % at 12.5 µM. actives 0.75% (n = 300,000);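 active means mean activation of at least 80% with every replicate also reaching 80%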;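 further: 0% = neutral control wells and 100% = parthenolide positive control wells; values of inactives mirror those of a sister screen read the other way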
PvdQ inh: P. aeruginosa PvdQ acylase inhibitors, primary screen, biochemical, fluorescence, plate reader and imaging, single point. inhibition, % at 10 µM. AID 488965, 2010. PvdQ acylase [Pseudomonas aeruginosa LESB58]. actives 0.063% (n = 340,000). purified PvdQ acylase; in the data active means inhibition above about 30%, passing the limit was not always enough;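 further: 0% = vehicle neutral wells and 100% = reference inhibitor wells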
SR-BI DiI inh: inhibitors of SR-BI mediated HDL lipid uptake, primary screen, ldlA[mSR-BI] cells, fluorescence, single point | Scavenger receptor class B member 1 (Mus musculus), Q61009 | ldlA[mSR-BI] CHO cells, DiI-HDL uptake fluorescence, 3 h | actives 0.96% (n = 320,000) | inhibition, % at 12.5 µM;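 active means mean replicate inhibition of at least 70% and a set share of replicates each scoring 70 or more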;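 further: 0% = median of neutral control wells and 100% = median of positive control wells; values of inactives mirror those of a sister screen read the other way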
Target sequence (Q61009 whole entry, looked up): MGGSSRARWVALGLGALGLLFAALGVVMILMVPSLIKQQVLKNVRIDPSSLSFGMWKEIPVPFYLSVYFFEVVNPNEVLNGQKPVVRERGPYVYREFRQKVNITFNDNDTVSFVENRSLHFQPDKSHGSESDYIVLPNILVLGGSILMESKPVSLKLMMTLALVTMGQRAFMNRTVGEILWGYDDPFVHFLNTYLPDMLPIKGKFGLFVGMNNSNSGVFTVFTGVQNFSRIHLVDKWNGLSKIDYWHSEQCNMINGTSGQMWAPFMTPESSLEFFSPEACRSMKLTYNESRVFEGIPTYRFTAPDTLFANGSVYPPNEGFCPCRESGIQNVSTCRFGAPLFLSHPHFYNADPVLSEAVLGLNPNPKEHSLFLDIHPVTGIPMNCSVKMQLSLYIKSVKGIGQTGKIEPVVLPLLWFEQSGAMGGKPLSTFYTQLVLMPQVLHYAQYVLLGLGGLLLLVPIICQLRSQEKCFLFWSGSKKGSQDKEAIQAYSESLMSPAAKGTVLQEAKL
Rtt109 Vps75: inhibitors of C. albicans Rtt109/Vps75 HAT, primary screen, biochemical, ThioGlo CoA-SH fluorescence, plate reader; purified Rtt109/Vps75, 4 h; inhibition, % at 34.9 µM; actives 0.16% (n = 330,000);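 active means inhibition of at least 50% in every replicate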
NSD2 HMT inh: NSD2 histone methyltransferase inhibitors, primary screen, biochemical, AlphaScreen, single concentration, set 2; inhibition, % at 12.5 µM; NSD2 peptide methylation, 120 min; Histone-lysine N-methyltransferase NSD2 (Homo sapiens), O96028; actives 0.54% (n = 310,000); in the data active means inhibition above about 50%
CAL PDZ FP-1: CAL PDZ peptide-binding inhibitors, primary screen, biochemical, fluorescence polarization, Cer-tagged CAL PDZ, HTS; AID 504414, 2011; actives 0.02% (n = 330,000); inhibition, % at 20 µM; purified CAL PDZ, TMR-peptide fluorescence polarization, 1 h; Golgi-associated PDZ and coiled-coil motif-containing protein (Homo sapiens), Q9HD26;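 active means highest replicate inhibition of at least 40%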;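 further: plate controls were DMSO neutral control wells for no effect and unlabeled competitor peptide control wells for full effect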
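Test system: tagged CAL PDZ domain / Buffer or medium: sodium phosphate/NaCl buffer pH 7.4 with TCEP, IgG, Thesit / Reagent: TMR-labelled reporter peptide T*-PRC34 bound in PDZ groove / Compound dosing: single point, 20 µM / Schedule: 1 h incubation at room temperature before polarization reading / Technique: fluorescence polarization (mP) / Benchmarks: unlabelled peptide, DMSO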
CAL PDZ FP-2: untagged CAL PDZ binding inhibitors, primary screen, biochemical, fluorescence polarization, HTS | AID 602252, 2012 | inhibition, % at 24.9 µM | Golgi-associated PDZ and coiled-coil motif-containing protein (Homo sapiens), Q9HD26 | purified CAL PDZ, TMR-peptide fluorescence polarization, 1 h | actives 0.92% (n = 300,000);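 active means mean inhibition of at least 30% with at least half of replicates also reaching 30%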;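 further: 0% = DMSO neutral control and 100% = excess unlabeled competitor peptide PRC23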
Starred values were filed as active, the others as inactive; nt = no result given.

compound | dFosB act | NSD2 HMT inh | SR-BI DiI inh | SR-BI DiI-HDL act | CAL PDZ FP-1 | Rtt109 Vps75 | PfHsp90 yeast 2 | MITF TRPM1 HTS | CAL PDZ FP-2 | PvdQ inh
CC(=O)Nc1ccc(N2N=C(C)C(N=Nc3ccccc3)C2=O)cc1 (stereo unspecified) | 2 | 4 | 7 | -7 | -0.8 | -2 | -15 | -6 | -2 | -4
O=C(Nc1ccnn1C1CCN(C(=O)c2cccc(Cl)c2)CC1)C1CCOC1 (stereo unspecified) | -1 | -2 | 2 | -2 | 0.1 | -17 | 6 | 0 | -7 | -10
COc1ccccc1NC(=O)N1CCCC1C(=O)NC12CC3CC(CC(C3)C1)C2 (stereo unspecified) | -3 | -4 | -15 | 15 | -0.5 | -5 | 6 | 2 | -8 | -11
C/C(=N\NC(=O)c1cc(C)[nH]n1)c1ccc(-c2ccccc2)cc1 | -7 | -2 | 19 | -19 | -1.9 | -5 | 5 | 23 | -4 | -6
O=C(Nc1ccc(S(=O)(=O)Nc2ncccn2)cc1)c1ccc(Br)s1 | 0 | 41 | -1 | 1 | -2.3 | 6 | -9 | -12 | nt | 8
Cc1oc(-c2ccc(Cl)cc2)nc1CN1CCC(C(=O)NCC2CCCO2)CC1 (stereo unspecified) | -5 | 0 | 22 | -22 | -2.2 | -12 | 5 | 0 | -3 | -7
C=CCn1c(CCC(O)CCCCC)n[nH]c1=S (stereo unspecified) | -2 | -2 | 27 | -27 | -0.7 | 9 | -8 | -4 | 3 | -10
CCOC(=O)/C(=C/c1c(C)n(C)c2ccc([N+](=O)[O-])cc12)C(C)=O | 1 | 0 | 28 | -28 | -1.4 | 0 | 10 | 2 | 0 | 0
O=C(NCCc1ccccc1)NC1CCCCC1 | 2 | nt | -14 | 14 | -0.7 | -13 | 5 | 56 | nt | -1
Cc1nc2ccccc2c(=O)n1NC(=O)c1c(F)cccc1F | -1 | 1 | 13 | -13 | 0.2 | -6 | -3 | 2 | -2 | -10

More compounds
compound | dFosB act | NSD2 HMT inh | SR-BI DiI inh | SR-BI DiI-HDL act | CAL PDZ FP-1 | Rtt109 Vps75 | PfHsp90 yeast 2 | MITF TRPM1 HTS | CAL PDZ FP-2 | PvdQ inh
CCOC(=O)c1cnc2ccc(C(=O)OC)cc2c1NCCN1CCOCC1 | -22 | 4 | 0 | 0 | -3.1 | -4 | -4 | -1 | -3 | -10
Cc1ccc(OCC(=O)NC(=S)Nc2ccccn2)c(Br)c1 | 0 | -1 | -2 | 2 | -1.2 | 1 | -6 | -23 | -2 | -12
CCOc1ccccc1NC(=O)CSc1n[nH]c(N)n1 | 9 | -3 | -15 | 15 | 0.8 | -1 | -5 | 10 | -2 | -14
COCC(C)n1c(SCC(=O)NNC(=O)c2ccc(F)cc2)nc2ccccc2c1=O (stereo unspecified) | 1 | -2 | -5 | 5 | -0.1 | 5 | -7 | -6 | -1 | -4
Cc1cc(C)c(OCC(=O)NCCCn2nc(C)cc2C)c(C)c1 | 0 | -3 | 21 | -21 | 0.0 | -7 | -20 | 0 | 8 | -4
CCOc1cccc(C(=O)Nc2nccs2)c1 | -8 | 0 | 22 | -22 | -2.1 | 2 | 9 | 73 | -2 | -9
CCN(C(=O)CSc1nnc(Cc2ccccc2F)n1N)C1CCS(=O)(=O)C1 (stereo unspecified) | 2 | -3 | -22 | 22 | -0.5 | -2 | -22 | 13 | -1 | -17
C=CCNCCCCOc1ccccc1 | -8 | 74* | -12 | 12 | 1.2 | -8 | 12 | 1 | -1 | -6
Cc1cc(C)n(-c2ncnc3ccccc23)n1 | 1 | -3 | 3 | -3 | -2.4 | 6 | 0 | -6 | -7 | 0
CCN1C(=O)[C@H]2[C@@H](c3ccc(Cl)cc3)N3C(=O)CN(CCOC)C(=O)[C@@]3(Cc3ccccc3)[C@H]2C1=O | 4 | nt | -3 | 3 | 0.8 | 6 | -3 | -13 | -2 | -3

One compound at a time (already shown). Values in the order: dFosB act | NSD2 HMT inh | SR-BI DiI inh | SR-BI DiI-HDL act | CAL PDZ FP-1 | Rtt109 Vps75 | PfHsp90 yeast 2 | MITF TRPM1 HTS | CAL PDZ FP-2 | PvdQ inh
`Cc1cc(C)n(-c2ncnc3ccccc23)n1` reads 1 | -3 | 3 | -3 | -2.4 | 6 | 0 | -6 | -7 | 0
`Cc1ccc(OCC(=O)NC(=S)Nc2ccccn2)c(Br)c1` reads 0 | -1 | -2 | 2 | -1.2 | 1 | -6 | -23 | -2 | -12
`C=CCNCCCCOc1ccccc1` reads -8 | 74* | -12 | 12 | 1.2 | -8 | 12 | 1 | -1 | -6

The list continues.
compound | dFosB act | NSD2 HMT inh | SR-BI DiI inh | SR-BI DiI-HDL act | CAL PDZ FP-1 | Rtt109 Vps75 | PfHsp90 yeast 2 | MITF TRPM1 HTS | CAL PDZ FP-2 | PvdQ inh
COc1ccc2[nH]c(=O)c(CN(C(C)=O)c3ccc(C)cc3C)cc2c1 | -4 | -1 | -17 | 17 | -0.4 | 3 | -21 | -18 | nt | -11
COC(=O)/C(=C1/Oc2cc3c(cc2S1)OCO3)C(F)(F)F | -1 | -5 | -5 | 5 | -2.6 | 0 | 13 | 51 | -7 | -18
CCCC1CC(C#N)N(N(C)C)C1=C(C#N)C#N (stereo unspecified) | -7 | -2 | 2 | -2 | -0.8 | -2 | 0 | 7 | nt | -15
CCOC(=O)c1c(NC(=O)COC(=O)Cn2cnc3c2c(=O)n(C)c(=O)n3C)sc(C)c1CC | -19 | -1 | 21 | -21 | -7.1 | 0 | -14 | -3 | -5 | -6
Fc1ccc(NCc2nnc(SCc3nnc(-c4ccccc4)o3)n2Cc2ccccc2)cc1 | -14 | 3 | -7 | 7 | -1.0 | 18 | nt | nt | -1 | 1
CCOc1ccc2ccccc2c1C1NC(=O)NC(C)=C1C(=O)OCCOC (stereo unspecified) | 2 | 2 | nt | nt | -2.6 | -3 | 10 | 1 | -10 | -8
O=C(NCCc1ccc(Cl)cc1)Nc1ccc(F)cc1 | 4 | -4 | -2 | 2 | 0.0 | 1 | -5 | 13 | nt | -10
Cc1ccccc1N(CC(=O)NC1CCCC1)C(=O)C1(C)CC(=O)N=C2C=CC(Cl)=CN21 (stereo unspecified) | -2 | -3 | nt | nt | -2.7 | -71 | 13 | nt | -2 | -13
Cc1ccc(N=N/C(=C\O)C(=O)c2ccncc2)cc1 | -8 | 6 | -2 | 2 | 1.1 | 2 | -37 | 10 | 0 | -4
COc1ccc(N2CCN(CCNC(=O)c3ccc4nc5ccccc5c(=O)n4c3)CC2)cc1 | -13 | 1 | nt | nt | -0.9 | 0 | -8 | -1 | -2 | -22

Reformatted with each value named: entries from further up
Cc1ccc(N=N/C(=C\O)C(=O)c2ccncc2)cc1
  dFosB act: -8 | NSD2 HMT inh: 6 | SR-BI DiI inh: -2 | SR-BI DiI-HDL act: 2 | CAL PDZ FP-1: 1.1 | Rtt109 Vps75: 2 | PfHsp90 yeast 2: -37 | MITF TRPM1 HTS: 10 | CAL PDZ FP-2: 0 | PvdQ inh: -4
C=CCNCCCCOc1ccccc1
  dFosB act: -8 | NSD2 HMT inh: 74* | SR-BI DiI inh: -12 | SR-BI DiI-HDL act: 12 | CAL PDZ FP-1: 1.2 | Rtt109 Vps75: -8 | PfHsp90 yeast 2: 12 | MITF TRPM1 HTS: 1 | CAL PDZ FP-2: -1 | PvdQ inh: -6

Continued:
compound | dFosB act | NSD2 HMT inh | SR-BI DiI inh | SR-BI DiI-HDL act | CAL PDZ FP-1 | Rtt109 Vps75 | PfHsp90 yeast 2 | MITF TRPM1 HTS | CAL PDZ FP-2 | PvdQ inh
O=C(Nc1ncc2c(n1)CC(c1ccc(Cl)cc1)CC2=O)c1ccco1 (stereo unspecified) | -12 | 2 | nt | nt | -2.2 | 5 | 29 | 2 | -4 | -13
Brc1ccccc1OCCCN1CCOCC1 | 1 | 3 | -33 | 33 | -1.1 | 6 | -25 | 39 | 1 | -8
Cc1ccc(S(=O)(=O)Nc2ccc3c(c2)nc2n3CCN(Cc3ccccc3)C2)cc1 | 5 | nt | -15 | 15 | -2.8 | 4 | 0 | -9 | nt | -8
Fc1ccccc1NC(=S)N(CCN1CCCCC1)Cc1ccco1 | -3 | 0 | -14 | 14 | -0.7 | -1 | -8 | 1 | -8 | -6
Cc1ccc(C(c2nnnn2C2CCCC2)N2CCc3ccccc32)cc1 (stereo unspecified) | -3 | -2 | -10 | 10 | 0.2 | -6 | 11 | 34 | -3 | 15
O=C(Nc1ccccn1)c1ccc(-c2ccccc2)cc1 | -2 | -1 | 17 | -17 | -2.4 | 0 | -1 | nt | -6 | -13
O=C(NC1CC1)C1=C[C@H](c2csc3ccccc23)C[C@H](OCc2ccc(CO)cc2)O1 | -9 | nt | 34 | -34 | -0.2 | -1 | 4 | -6 | -2 | -16
CCOC(=O)c1ccccc1NC(=O)Cn1c(-c2nonc2N)nc2ccccc21 | 5 | 18 | 11 | -11 | -0.1 | 5 | -21 | nt | -4 | -2
COc1ccc(CN(C)C(=O)c2ccc(Oc3ccccc3)cc2)cc1F | -4 | 2 | nt | nt | -1.5 | -6 | -3 | 1 | nt | 2
C=CCC[C@@H](Cc1ccc(F)cc1)C(=O)OC[C@H]1CCCN1C(=O)[C@@H](CC=C)CC(=O)N[C@H](CO)Cc1ccccc1 | 4 | nt | 17 | -17 | -0.4 | 15 | -1 | 8 | -1 | 4
CCS(=O)(=O)N1Cc2ccccc2CC1C(=O)Nc1ccccc1OC (stereo unspecified) | -5 | -2 | 5 | -5 | 1.4 | 6 | -18 | -11 | -5 | 8
C[C@@H](C(=O)NCC1CC1)[C@@H]1C[C@@]1(C)[C@@H](NC(=O)OCc1ccccc1)c1ccccc1 | -7 | nt | -4 | 4 | -0.8 | -2 | -8 | nt | 6 | 6
Cc1cc(NC(=O)c2ccc3c(c2)OCO3)ccc1NC(=O)c1ccccc1 | 9 | nt | 6 | -6 | -1.1 | 4 | 8 | 8 | -7 | -11

Screening data as filed in PubChem.

An unsorted share of the library, and some 4.3% of all compounds hit somewhere here.
